Screening results: PubChem, several laboratories
BoNT A protease – BoNT A light chain protease inhibition. multiplex microsphere protease substrate cleavage, flow cytometry. inhibition, % at 10 µM. 360,000 tested, 0.17% active. AID 588499; further: plate controls were buffer without enzyme for full effect and enzyme alone for no effect
FadD28 binding – M. tuberculosis FadD28 bisubstrate binding inhibition; AID 588549; 360,000 tested, 0.22% active; inhibition, % at 12.5 µM; FadD28 bisubstrate probe binding, fluorescence polarization; in the data active means inhibition above about 8.5%, passing the limit was not always enough; inconclusive means no clear call, values can overlap the other calls
PfHsp40 yeast – restores yeast growth despite PfHsp40 toxicity. AID 504582. 340,000 tested, 0.68% active. S. cerevisiae expressing PfHsp40, growth rescue, ATP luminescence. growth rescue, % at 12.5 µM; in the data active means growth rescue above about 28%, passing the limit was not always enough; inconclusive means no clear call, values can overlap the other calls;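 further: yeast W303a lacking pdr1 and pdr3 grown in galactose medium; growth measured after three days at 30 °C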
BoNT F protease – blocks Botulinum neurotoxin F light chain protease; 360,000 tested, 0.22% active; inhibition, % at 10 µM; AID 588497; Multiplex microsphere protease cleavage assay, flow cytometry; in the data active means inhibition above about 35%, passing the limit was not always enough; inconclusive means no clear call, values can overlap the other calls; further: plate controls were buffer without enzyme for full effect and enzyme alone for no effect
UGM FP inh – inhibitors of M. tuberculosis UDP-galactopyranose mutase. P9WIQ1. purified UGM, fluorescence polarization probe displacement. inhibition, % at 10 µM. 320,000 tested, 0.06% active. AID 504406; in the data active means inhibition above about 10%, passing the limit was not always enough; inconclusive means no clear call, values can overlap the other calls
Target sequence (P9WIQ1 whole entry, looked up): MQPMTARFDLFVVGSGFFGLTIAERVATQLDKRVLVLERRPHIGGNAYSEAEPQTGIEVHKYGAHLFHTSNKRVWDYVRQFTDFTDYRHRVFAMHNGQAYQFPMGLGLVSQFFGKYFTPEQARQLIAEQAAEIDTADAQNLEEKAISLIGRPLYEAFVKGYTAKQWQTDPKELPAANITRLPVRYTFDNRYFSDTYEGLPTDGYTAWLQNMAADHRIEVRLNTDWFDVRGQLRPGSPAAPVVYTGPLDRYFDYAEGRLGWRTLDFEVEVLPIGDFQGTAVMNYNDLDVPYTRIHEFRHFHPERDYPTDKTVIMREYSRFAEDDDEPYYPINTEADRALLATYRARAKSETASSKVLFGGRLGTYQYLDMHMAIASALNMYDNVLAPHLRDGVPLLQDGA
Mtb FBA inh – Mtb fructose-bisphosphate aldolase inhibition. 360,000 tested, 2.3% active. P9WQA3. AID 588726. purified M. tuberculosis FBA, fluorescence read-out. inhibition, % at 1 µM; in the data active means inhibition above about 27%;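 further: 0% = vehicle and 100% = reference inhibitor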
Target sequence (P9WQA3 whole entry, looked up): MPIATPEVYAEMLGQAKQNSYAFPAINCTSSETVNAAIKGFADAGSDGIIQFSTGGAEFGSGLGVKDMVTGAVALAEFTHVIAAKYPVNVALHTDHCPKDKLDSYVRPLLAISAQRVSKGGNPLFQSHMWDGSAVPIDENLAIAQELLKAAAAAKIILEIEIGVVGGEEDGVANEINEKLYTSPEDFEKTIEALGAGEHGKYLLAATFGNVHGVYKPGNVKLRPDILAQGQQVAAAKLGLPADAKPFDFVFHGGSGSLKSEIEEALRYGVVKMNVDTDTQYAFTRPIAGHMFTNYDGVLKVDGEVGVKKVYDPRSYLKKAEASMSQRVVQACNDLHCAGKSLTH
GDH-TPI counter – counter-screen for M. tuberculosis FBA inhibitors: GDH-TPI coupled enzymes | GDH-TPI coupled enzyme counterscreen, NADH absorbance | inhibition, % at 4.8 µM | 360,000 tested, 1.2% active | AID 588335; in the data active means inhibition above about 30%;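 further: 0% = DMSO wells and 100% = wells lacking the enzyme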
Anthrax LF inh2 – inhibitors of Bacillus anthracis lethal factor protease | inhibition, % at 10 µM | P15917 | AID 588501 | multiplex microsphere protease cleavage assay, LF | 360,000 tested, 0.12% active; further: plate controls were buffer without enzyme for full effect and enzyme alone for no effect
Mtb BioA inh – BioA (M. tuberculosis) enzyme inhibition; purified M. tuberculosis BioA enzyme, plate reader; inhibition, % at 9.99 µM; 360,000 tested, 0.096% active; AID 602481; in the data active means inhibition above about 40%; inconclusive means no clear call, values can overlap the other calls
* hit, by the source's call. Unless noted, no stated cut-off is given here; in the data, active means inhibition above about 30%; inconclusive means no clear call, values can overlap the other calls; inactive means below that.

Start of the listing, in advance, 3 compounds:
For COc1ccccc1N1CCN(CC(O)COc2ccc(C)c(C)c2)CC1 (stereo unspecified) the results were BoNT A protease -1.8, FadD28 binding 1.0, PfHsp40 yeast -1.0, BoNT F protease -11.5, UGM FP inh 0.2, Mtb FBA inh 1.7, GDH-TPI counter 4.0, Anthrax LF inh2 7.5 and Mtb BioA inh -0.2.
Screening CCOC(=O)C1(Cc2ccccc2C)CCCN(C(=O)CCn2nccc2C)C1 (stereo unspecified) returned BoNT A protease -1.7, FadD28 binding 0.1, PfHsp40 yeast -1.1, BoNT F protease -2.1, UGM FP inh -1.4, Mtb FBA inh -1.8, GDH-TPI counter -2.2 and Anthrax LF inh2 0.1.
`CC(=O)N1CCOc2ccc(S(=O)(=O)Nc3cccc(C)c3)cc21` gave BoNT A protease 0.2, FadD28 binding -0.3, PfHsp40 yeast -1.5, BoNT F protease 1.2, UGM FP inh 0.2, Mtb FBA inh -2.9, GDH-TPI counter 3.1 and Anthrax LF inh2 -5.0.

The listing (from the top)
For COc1ccccc1N1CCN(CC(O)COc2ccc(C)c(C)c2)CC1 (stereo unspecified) the results were BoNT A protease -1.8, FadD28 binding 1.0, PfHsp40 yeast -1.0, BoNT F protease -11.5, UGM FP inh 0.2, Mtb FBA inh 1.7, GDH-TPI counter 4.0, Anthrax LF inh2 7.5 and Mtb BioA inh -0.2.
Screening CCOC(=O)C1(Cc2ccccc2C)CCCN(C(=O)CCn2nccc2C)C1 (stereo unspecified) returned BoNT A protease -1.7, FadD28 binding 0.1, PfHsp40 yeast -1.1, BoNT F protease -2.1, UGM FP inh -1.4, Mtb FBA inh -1.8, GDH-TPI counter -2.2 and Anthrax LF inh2 0.1.
`CC(=O)N1CCOc2ccc(S(=O)(=O)Nc3cccc(C)c3)cc21` gave BoNT A protease 0.2, FadD28 binding -0.3, PfHsp40 yeast -1.5, BoNT F protease 1.2, UGM FP inh 0.2, Mtb FBA inh -2.9, GDH-TPI counter 3.1 and Anthrax LF inh2 -5.0.
CC(C)c1nnc(NC(=O)CCc2ccccc2)s1 was read as BoNT A protease -1.1, FadD28 binding 0.2, PfHsp40 yeast 0.1, BoNT F protease -3.6, UGM FP inh -1.0, Mtb FBA inh 1.1, GDH-TPI counter -0.7, Anthrax LF inh2 -2.2 and Mtb BioA inh -1.2.
Screening COC(=O)c1sc(SC)c2c1CC(C)(C)C/C2=N/O returned BoNT A protease -1.2, FadD28 binding -1.9, PfHsp40 yeast -0.1, BoNT F protease -6.3, UGM FP inh -4.3, Mtb FBA inh 2.9, GDH-TPI counter 12.8 and Anthrax LF inh2 -6.5.
Cc1ccc(C)n1-c1ccc(N2CCOCC2)cc1 was read as BoNT A protease 3.2, FadD28 binding 0.6, PfHsp40 yeast -0.4, BoNT F protease -17.7, UGM FP inh -0.5, Mtb FBA inh 0.3, GDH-TPI counter 21.8, Anthrax LF inh2 -15.1 and Mtb BioA inh -2.0.
For Cc1ccc(NC(=O)C2C3C=CC4(O3)C2C(=O)N(CCN2CCOCC2)C4C(=O)NC2CCCCC2)cc1C (stereo unspecified) the results were BoNT A protease 4.1, FadD28 binding -1.4, PfHsp40 yeast -0.5, BoNT F protease 1.8, UGM FP inh -0.1, Mtb FBA inh 0.1, GDH-TPI counter -4.5, Anthrax LF inh2 -4.4 and Mtb BioA inh -0.5.
For Cc1cccc(C)c1NC(=S)N(CCN(C)C)C(C)c1ccccn1 (stereo unspecified) the results were BoNT A protease 0.0, FadD28 binding -0.1, PfHsp40 yeast -0.1, BoNT F protease -0.6, UGM FP inh 1.1, Mtb FBA inh 5.2, GDH-TPI counter -16.8 and Anthrax LF inh2 -4.0.
For CCc1nnc(NC(=O)CSc2nc3c(cc2C#N)CCCC3)s1 the results were BoNT A protease -1.2, FadD28 binding 0.9, PfHsp40 yeast 0.5, BoNT F protease -16.3, UGM FP inh 2.6, Mtb FBA inh 3.0, GDH-TPI counter 14.3, Anthrax LF inh2 0.5 and Mtb BioA inh -1.0.
Screening CC(Sc1nnc(C2CC2)n1-c1ccccc1)C(=O)N1CCCC1 (stereo unspecified) returned BoNT A protease -1.7, FadD28 binding -0.3, PfHsp40 yeast 0.3, BoNT F protease 9.6, Mtb FBA inh 2.1, GDH-TPI counter 2.1, Anthrax LF inh2 -6.8 and Mtb BioA inh -1.0.
COc1ccc(-n2c(Cn3nnc4ccccc43)nnc2SCC(=O)O)cc1 was read as BoNT A protease 1.3, FadD28 binding 0.5, PfHsp40 yeast -0.8, BoNT F protease 6.2, UGM FP inh 2.0, Mtb FBA inh 3.5, GDH-TPI counter 0.5, Anthrax LF inh2 -4.0 and Mtb BioA inh 2.7.
CC(C)C[C@H]1CNC(=S)N1C[C@H]1CCCN1C[C@H](Cc1ccccc1)N1C[C@H](Cc2ccc(O)cc2)N(CCc2ccccc2)C1=S was read as BoNT A protease -0.6, FadD28 binding -3.3, BoNT F protease -13.0, Mtb FBA inh -1.7, Anthrax LF inh2 -6.5 and Mtb BioA inh -3.3.
Screening COc1ccc(N(C(=O)c2cccc(OC)c2OC)C2C=CS(=O)(=O)C2)c(OC)c1 (stereo unspecified) returned BoNT A protease 0.3, FadD28 binding 1.3, PfHsp40 yeast -0.4, BoNT F protease 10.2, UGM FP inh 0.2, Mtb FBA inh 0.8, GDH-TPI counter 8.7, Anthrax LF inh2 -1.5 and Mtb BioA inh -0.9.
`O=C(c1ccccc1)c1ccsc1C(=O)c1ccccc1` gave BoNT A protease 0.1, FadD28 binding -2.1, BoNT F protease 8.2, Mtb FBA inh 2.0, GDH-TPI counter 14.3, Anthrax LF inh2 8.6 and Mtb BioA inh -1.2.
Screening CSc1nsc(SCC(=O)Nc2ccc(Cl)c(C(=O)O)c2)n1 returned BoNT A protease -4.0, FadD28 binding 0.9, PfHsp40 yeast -0.9, BoNT F protease 2.6, UGM FP inh 3.9, Mtb FBA inh 1.4, GDH-TPI counter 2.7, Anthrax LF inh2 -10.8 and Mtb BioA inh -1.5.
For Cc1nn(-c2ccc(Cl)c(Cl)c2)c(C)c1C(=O)O the results were BoNT A protease 0.3, FadD28 binding 0.6, PfHsp40 yeast -0.6, BoNT F protease 1.7, UGM FP inh 1.4, Mtb FBA inh -1.8, GDH-TPI counter 0.6 and Anthrax LF inh2 -3.3.
CCCc1nc(S(=O)(=O)Cc2ccc(Cl)cc2Cl)n[nH]1 was read as BoNT A protease 4.8, FadD28 binding -3.1, PfHsp40 yeast -1.3, BoNT F protease 8.2, UGM FP inh 0.2, Mtb FBA inh -0.9, GDH-TPI counter -1.5, Anthrax LF inh2 0.1 and Mtb BioA inh 0.2.
For CCOc1cc(NC(=S)NCCCN2CCOCC2)c(OCC)cc1NC(=O)c1cccc(C)c1 the results were BoNT A protease -0.4, FadD28 binding -0.1, PfHsp40 yeast -1.2, BoNT F protease -6.0, UGM FP inh 2.0, Mtb FBA inh 2.5, GDH-TPI counter 2.8 and Anthrax LF inh2 -1.7.
Screening Nc1sc(-c2ccccc2)cc1-c1n[nH]c(=S)n1C1CCCCC1 returned BoNT A protease -0.6, FadD28 binding -1.7, PfHsp40 yeast 8.1, BoNT F protease -5.0, UGM FP inh -1.6, Mtb FBA inh 4.1, GDH-TPI counter 7.4, Anthrax LF inh2 -3.7 and Mtb BioA inh 0.6.
For O=C(NCc1ccc2c(c1)OCO2)c1n[nH]c(=O)c2ccccc12 the results were BoNT A protease -0.5, FadD28 binding -3.6, PfHsp40 yeast -1.2, BoNT F protease -1.4, UGM FP inh -3.2, Mtb FBA inh -8.7, GDH-TPI counter -1.8, Anthrax LF inh2 -3.8 and Mtb BioA inh -0.8.
CC(C)CC(=O)Nc1ccc(S(=O)(=O)N2CCCC2)cc1 was read as BoNT A protease -1.0, FadD28 binding -2.2, PfHsp40 yeast -1.0, BoNT F protease inconclusive, UGM FP inh 0.5, Mtb FBA inh -0.7, GDH-TPI counter -16.8, Anthrax LF inh2 -6.1 and Mtb BioA inh 5.0.
Cc1[nH]nc(SCC(=O)NCc2ccc(F)cc2)c1[N+](=O)[O-] was read as BoNT A protease -0.9, FadD28 binding -2.8, PfHsp40 yeast -0.5, BoNT F protease -10.6, UGM FP inh -4.0, Mtb FBA inh -2.0, GDH-TPI counter 4.4, Anthrax LF inh2 -1.7 and Mtb BioA inh -1.9.
`Cc1cc(-c2ccc(C)c(S(=O)(=O)NCCc3ccco3)c2)on1` gave BoNT A protease -3.1, FadD28 binding 0.0, PfHsp40 yeast 1.2, BoNT F protease -6.3, UGM FP inh 1.5, Mtb FBA inh 1.7, GDH-TPI counter 2.5, Anthrax LF inh2 -1.9 and Mtb BioA inh 1.7.
CC(=O)NC1(c2nnnn2CCOC(=O)Nc2ccc(Cl)cc2)CCCCC1 was read as BoNT A protease -0.1, FadD28 binding -5.9, PfHsp40 yeast -0.4, BoNT F protease 0.9, UGM FP inh 1.8, Mtb FBA inh -1.0, GDH-TPI counter 0.8, Anthrax LF inh2 0.0 and Mtb BioA inh 3.2.
For O=C(NCc1cccs1)[C@@H]1CSC2c3ccccc3C(=O)N21 (stereo partly specified) the results were BoNT A protease 0.9, FadD28 binding 0.5, PfHsp40 yeast 1.1, BoNT F protease -0.3, UGM FP inh -0.4, Mtb FBA inh 1.6, GDH-TPI counter 12.4, Anthrax LF inh2 -2.6 and Mtb BioA inh -2.0.
`CC1CC(C)CN(S(=O)(=O)N2CCCC(C(=O)NCCCN3CCCCC3C)C2)C1` (stereo unspecified) gave BoNT A protease 0.1, FadD28 binding -4.3, PfHsp40 yeast -0.3, BoNT F protease 4.3, UGM FP inh 1.6, Mtb FBA inh -4.8, GDH-TPI counter -10.3, Anthrax LF inh2 0.7 and Mtb BioA inh -0.7.
Cc1cc(C(=O)NCc2ccco2)c2cc(F)ccc2n1 was read as BoNT A protease -0.9, FadD28 binding -2.0, PfHsp40 yeast -2.2, BoNT F protease -2.7, UGM FP inh 0.3, Mtb FBA inh 5.0, GDH-TPI counter -0.6, Anthrax LF inh2 0.0 and Mtb BioA inh 0.0.
`COc1ccc(CC(=O)NNC(=O)CSc2ccc(C)cc2)cc1` gave BoNT A protease -0.1, FadD28 binding -3.0, PfHsp40 yeast 0.9, BoNT F protease -5.2, UGM FP inh -0.1, Mtb FBA inh 1.1, GDH-TPI counter -9.5, Anthrax LF inh2 -10.0 and Mtb BioA inh 0.0.
For CC(C)c1nc(SCC(=O)Nc2ccc3c(c2)OCCO3)n[nH]1 the results were BoNT A protease 0.5, FadD28 binding -1.8, PfHsp40 yeast -1.9, BoNT F protease -12.9, UGM FP inh -0.8, Mtb FBA inh 0.4, GDH-TPI counter 12.2 and Anthrax LF inh2 -8.2.
`O=C(O)c1cn(-c2ccc(F)cc2)c2cc(Cl)c(F)cc2c1=O` gave BoNT A protease 0.1, FadD28 binding 0.3, PfHsp40 yeast 1.7, BoNT F protease 19.9, UGM FP inh -3.9, Mtb FBA inh 1.8, GDH-TPI counter 1.4, Anthrax LF inh2 1.7 and Mtb BioA inh -1.0.
Cc1c(NS(=O)(=O)c2cccc(C(=O)NCc3ccco3)c2)c(=O)n(-c2ccccc2)n1C was read as BoNT A protease 3.7, FadD28 binding 1.9, PfHsp40 yeast -1.7, BoNT F protease 7.1, Mtb FBA inh 1.7, GDH-TPI counter -3.5, Anthrax LF inh2 -0.7 and Mtb BioA inh -1.1.
`CCCCn1c(SCc2c(C)noc2C)nc2cc(S(N)(=O)=O)ccc21` gave BoNT A protease 1.3, FadD28 binding 0.6, PfHsp40 yeast 0.4, BoNT F protease -4.2, UGM FP inh -1.7, Mtb FBA inh 10.6, GDH-TPI counter -7.7, Anthrax LF inh2 -1.1 and Mtb BioA inh 9.2.
Cc1ccc(C(=O)OC(C)C(=O)Nc2ccc3c(c2)OCO3)c(O)c1 (stereo unspecified) was read as BoNT A protease 0.2, FadD28 binding -2.0, PfHsp40 yeast -0.8, BoNT F protease 10.2, UGM FP inh -0.7, Mtb FBA inh -3.0, GDH-TPI counter 1.8, Anthrax LF inh2 -0.5 and Mtb BioA inh -1.4.
